Bioassay records as filed in PubChem BioAssay.
DNMT1 block – inhibitors of human DNMT1; AID 588458; DNMT1 molecular beacon, Hinp1I cleavage, fluorescence; inhibition (reported as % activation of signal), % at 10 µM; 360,000 tested, 0.83% active; P26358; in the data active means inhibition above about 50%
Rpn11 inh – blocks the human proteasome subunit Rpn11. calls only at 20 µM. AID 588493. human 26S proteasome, Ub4-pepOG fluorescence polarization; 20S core pre-blocked with epoxomicin. O00487. 360,000 tested, 0.59% active;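 active means inhibition at 20 µM, scaled to each plate's controls, above about 33%, limit read from the data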
Target sequence (O00487 whole entry, looked up): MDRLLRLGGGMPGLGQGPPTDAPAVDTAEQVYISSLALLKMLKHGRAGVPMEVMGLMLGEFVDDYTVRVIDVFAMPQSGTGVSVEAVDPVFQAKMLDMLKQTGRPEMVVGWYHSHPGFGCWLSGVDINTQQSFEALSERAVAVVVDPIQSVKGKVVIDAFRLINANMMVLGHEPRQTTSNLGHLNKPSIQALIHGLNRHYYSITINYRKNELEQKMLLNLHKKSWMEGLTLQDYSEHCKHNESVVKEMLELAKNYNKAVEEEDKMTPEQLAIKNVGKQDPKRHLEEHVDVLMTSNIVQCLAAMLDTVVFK
NadD block – inhibitors of Staphylococcus aureus NadD. purified NadD enzyme, colorimetric absorbance read-out. inhibition, % at 20 µM. 360,000 tested, 0.78% active; in the data active means inhibition above about 26%; further: some compounds past the cut are filed as inactive
SUMO1-SIM PPI – modulators of human SUMO1-mediated protein-protein interactions | SUMO1 binding to a labelled peptide, TR-FRET, 1 h | inhibition, % at 20 µM | 360,000 tested, 0.33% active; in the data active means inhibition above about 37%
Target sequence (P63165 whole entry, looked up): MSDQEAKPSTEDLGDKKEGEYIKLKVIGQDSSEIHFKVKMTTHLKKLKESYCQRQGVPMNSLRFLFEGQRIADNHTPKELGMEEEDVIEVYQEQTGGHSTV
CSN deneddyl inh – blocks human CSN-mediated cullin deneddylation; Purified CSN, SCF-Nedd8-OG deneddylation, fluorescence polarization; 360,000 tested, 0.38% active; AID 651999; inhibition, % at 12.5 µM; Q92905;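 active means pattern-corrected inhibition above about 35%, with an unprinted fluorescence ratio check between 0.5 and 1.5, limit read from the data, passing the limit was not always enough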;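 further: 0% = enzyme with substrate and 100% = substrate without enzyme; some results filed as inactive read as strong as hits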
Target sequence (Q92905 whole entry, looked up, one chain of several): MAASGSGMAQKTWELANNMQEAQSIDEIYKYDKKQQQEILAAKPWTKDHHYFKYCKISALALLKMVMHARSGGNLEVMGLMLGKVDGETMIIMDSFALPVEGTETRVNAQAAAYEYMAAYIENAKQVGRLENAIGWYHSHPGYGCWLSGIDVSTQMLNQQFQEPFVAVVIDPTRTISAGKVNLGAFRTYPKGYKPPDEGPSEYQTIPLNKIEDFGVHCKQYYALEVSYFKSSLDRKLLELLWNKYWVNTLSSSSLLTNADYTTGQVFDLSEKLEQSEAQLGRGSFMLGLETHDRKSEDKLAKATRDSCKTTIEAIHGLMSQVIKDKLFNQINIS
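Assay system: purified human Csn5 enzyme expressed in HEK293T cells; measure: % inhibition; also added: SCFSkp2-Nedd8OG substrate at 10 nM final; technique: fluorescence polarization; times: reaction 90 min, room temperature; medium: Tris buffer pH 7.5, NaCl, DTT, Tween-20, trehalose, ovalbumin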
TbMetRS inhib – blocks T. brucei methionyl-tRNA synthetase activity; 360,000 tested, 0.4% active; purified T. brucei MetRS, ATP depletion, Kinase-Glo luminescence; inhibition, % at 11.9 µM;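 active means inhibition above a per-plate cutoff of the control wells' mean inhibition plus 3 SD, cut at about 5.5% in these data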;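 further: 0% = DMSO wells median and 100% = median of wells with control inhibitor compound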
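Test system: purified T. brucei MetRS enzyme. Also added: ATP, methionine and E. coli bulk tRNA substrates. Compound: 11.9 µM single point. Schedule: 15 min enzyme-compound preincubation, 2 h reaction, 10 min detection, 25 °C. Signal: luciferase luminescence of residual ATP, Kinase-Glo. Evaluation: percent inhibition versus plate control medians. Controls: DMSO wells, low control.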
STEP block – blocks human striatal-enriched tyrosine phosphatase; recombinant STEP, OMFP fluorogenic substrate, fluorescence; AID 588621; 360,000 tested, 0.25% active; inhibition, % at 20 µM; P54829;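 active means inhibition at 20 µM, scaled per plate between control wells, above about 37%, limit read from the data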;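 further: 0% = DMSO with enzyme and substrate and 100% = substrate only without enzyme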
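System: STEP phosphatase, cell-free reaction; Buffer or medium: Bis-Tris pH 6.0 buffer with DTT, detergent; Incubation: 20 min at room temperature, dark; Measured by: fluorescence, 480/540 nm.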
Scp1 inh – Scp-1 (human) phosphatase inhibition | AID 493091 | 340,000 tested, 0.88% active | Recombinant Scp1, phosphopeptide, malachite green phosphate absorbance | Q9GZU7 | inhibition, % at 20 µM;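 active means inhibition above about 50% at 20 µM, limit read from the data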;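 further: plate controls were DMSO wells with enzyme for no effect and wells lacking enzyme for full effect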
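Incubation: 45 min enzyme reaction at room temperature / System: truncated SCP-1 phosphatase (76-261aa) / Reagent: Phospho 17-mer peptide substrate / Buffer or medium: Acidic Tris acetate buffer with magnesium and detergent / Signal: absorbance at 630 nm / Doses: one concentration, 20 µM, with 1.0% DMSO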
LMPTP block – blocks human LMPTP phosphatase; 360,000 tested, 0.22% active; inhibition, % at 20 µM; P24666; AID 651560; recombinant LMPTP-A, OMFP fluorogenic substrate, fluorescence intensity;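 active means compounds that cut the enzyme signal by at least half of the control window in the single-dose screen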;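 further: plate controls were DMSO wells with enzyme plus substrate for no effect and substrate without enzyme for full effect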
Target sequence (P24666 whole entry, looked up): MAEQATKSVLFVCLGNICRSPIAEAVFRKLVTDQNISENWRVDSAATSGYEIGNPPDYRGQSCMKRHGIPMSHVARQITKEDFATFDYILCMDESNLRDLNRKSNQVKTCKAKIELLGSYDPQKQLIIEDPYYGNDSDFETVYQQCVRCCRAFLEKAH
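Buffer or medium: Bis-Tris pH 6.0, DTT, detergent; Assay system: LMPTP-A enzyme; Quantity: 0.625 nM enzyme; Detection: endpoint fluorescence intensity; Times: 50 min dark incubation at room temperature; Controls: substrate-only low control, DMSO enzyme-plus-substrate high control; Doses: single 20 µM dose; Read-out: percent inhibition versus substrate-only and uninhibited controls; Reagent: 400 µM OMFP.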
MsrA inhibitor – bovine MsrA inhibition. purified bovine MsrA, absorbance read-out. inhibition, % at 15.5 µM. 360,000 tested, 0.75% active. AID 651718; in the data active means inhibition above about 4.5%;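 further: 0% = vehicle wells with enzyme and 100% = reference inhibitor wells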
Starred values were filed as active, the others as inactive; i = inactive; nt = no result given; + = active, no number.

item	smiles	Rpn11 inh	DNMT1 block	MsrA inhibitor	Scp1 inh	STEP block
1	CCOC(=O)c1c(NC(=O)COC(=O)c2ccc([N+](=O)[O-])cc2)sc(C(=O)N(C)C)c1C	i	2	0.8	-7	6
2	COc1cc(-c2nc(-c3cccnc3)no2)cc(OC)c1OC	i	-2	0.0	-8	-1
3	COC(=O)C1CCN(c2ccc([N+](=O)[O-])cc2[N+](=O)[O-])CC1	i	-6	1.0	-5	3
4	COc1ccc(OC)c(/C=C/C(=O)N2CCN(S(=O)(=O)c3ccc(C)cc3C)CC2)c1	i	-6	0.0	-7	0
5	Cc1onc(-c2ccccc2Cl)c1C(=O)N1CCC(C)CC1	i	1	1.1	-3	0
6	Cc1ccc(NC(=O)CSC2=NCCN2)cc1	i	1	0.5	0	-2
7	CC(=O)NN1C(=O)c2ccccc2NC1c1ccc(N(C)C)cc1 (centres undefined)	i	1	6.3*	0	1
8	C[C@H]1CN([C@@H](C)CO)C(=O)c2cc(C3=CCCC3)cnc2O[C@@H]1CN(C)C(=O)c1ccncc1	i	4	0.9	nt	0
9	Cc1ccc2nc(-c3ccc(NC(=O)CNC4CC4)cc3)sc2c1	i	-20	1.1	-1	0
10	c1ccc(-c2ccccc2OCCCCn2ccnc2)cc1	i	1	-0.8	-5	3
11	O=C(COC(=O)Cn1nnc(-c2ccccc2)n1)Nc1ccccc1Br	i	2	-0.6	-10	3
12	C=CCn1c(O)c(N=NC(=O)CNC(=O)Cc2ccccc2)c2ccccc21	i	0	1.1	-2	0
13	COc1ccc(Oc2coc3cc(OC(=O)c4cccs4)ccc3c2=O)cc1	i	2	-0.9	-12	4
14	COc1ccc(CCNC(=O)CCC(=O)N2CCOc3ccc(C)cc32)cc1OC	i	-1	0.2	-1	-1
15	CCOC(=O)Cc1csc(NS(C)(=O)=O)n1	i	4	1.2	-1	-1

item	SUMO1-SIM PPI	CSN deneddyl inh	NadD block	LMPTP block	TbMetRS inhib
1	-31	-2	-2	1.8	-0.3
2	2	-19	-7	0.1	-0.2
3	-31	1	0	-0.5	2.8
4	-3	-5	0	6.3	-0.1
5	2	-4	-5	-1.2	0.6
6	1	-8	-9	-2.8	0.2
7	5	4	-1	0.6	-1.2
8	11	3	-2	-2.4	-0.3
9	-12	-3	7	1.5	-1.0
10	4	-1	0	-1.0	-0.1
11	2	0	-3	-1.0	-0.1
12	-37	3	2	0.1	-0.1
13	-2	0	6	4.4	-0.2
14	4	-6	-1	-1.5	-0.7
15	1	5	-3	-1.5	-1.5

(continued)
item	smiles	Rpn11 inh	DNMT1 block	MsrA inhibitor	Scp1 inh	STEP block
16	NC(=O)c1cc2cc([N+](=O)[O-])ccc2oc1=O	i	3	2.8	-3	1
17	O=C(NCCO)C(=O)NCC1OCCCN1S(=O)(=O)c1cccs1 (centres undefined)	i	-6	0.2	0	-1
18	CCN(Cc1cc2cc(C)ccc2[nH]c1=O)C(=O)c1cccc([N+](=O)[O-])c1	i	1	0.2	-9	0
19	CCC(C)C(NC(=O)OCc1ccccc1)C(=O)NC(Cc1ccc(O)cc1)C(=O)OC (centres undefined)	i	3	-0.5	6	0
20	Nc1nonc1-c1noc(CCCN2C(=O)c3ccccc3C2=O)n1	i	5	-0.1	-5	-2
21	COc1ccc(C2OCC(C)([N+](=O)[O-])CO2)cc1 (centres undefined)	i	0	-0.1	0	-1
22	CCS(=O)(=O)c1nc(S(=O)(=O)c2ccc(Cl)cc2)c(N2CCC(O)CC2)s1	i	4	2.4	-1	-6
23	CC(C)(C)NC(=O)C[C@H]1C[C@H](C(=O)N2CCCCC2)[C@@]2(CCc3ccccc3)c3[nH]c4cc(-c5ccco5)ccc4c3CCN2C1=O	+	-17	0.3	1	1
24	COc1ccc2nc3oc(C(=O)N4CCN(c5cccc(Cl)c5)CC4)cc3cc2c1	i	-4	-1.0	-5	-1
25	CN(C)c1cccc(C(=O)N/N=C/c2ccoc2)c1	i	4	1.0	3	0
26	Cc1ccc(S(=O)(=O)N(CCO)Cc2cc3ccc(C)c(C)c3[nH]c2=O)cc1	i	0	0.8	-6	3
27	COc1ccc(S(=O)(=O)N2CCC(C(=O)N3CCN(C)CC3)CC2)cc1OC	i	-1	-1.5	-7	3
28	O=C(O)C(O)C(O)c1nc2ccccc2[nH]1 (centres undefined)	i	4	0.9	-9	1
29	CC(C)c1ccc(NC(=O)NC2CCN(CC(=O)Nc3cccc4ccccc34)CC2)cc1	i	-8	-0.5	-10	0
30	COc1ccc(-c2nc3ncccc3o2)cc1NC(=O)c1ccco1	i	1	4.6*	-1	0

item	SUMO1-SIM PPI	CSN deneddyl inh	NadD block	LMPTP block	TbMetRS inhib
16	-26	1	2	-1.7	0.6
17	-3	-7	-4	-1.0	-0.4
18	-26	4	-4	-1.1	0.0
19	3	-6	-7	-2.0	-1.0
20	-8	-1	7	-0.8	0.4
21	2	1	-1	-1.5	-0.3
22	0	3	-6	-1.4	-0.8
23	-3	14	25	2.1	-1.1
24	-4	0	-4	2.9	-3.5
25	-2	2	-2	0.6	-1.0
26	1	-6	-3	-0.9	-0.5
27	-1	-3	-5	-1.0	0.0
28	-1	-8	-5	4.3	0.5
29	-5	-1	16	-0.2	-1.2
30	2	5	0	0.8	1.0

3 entries from above, in transposed form:
20	Nc1nonc1-c1noc(CCCN2C(=O)c3ccccc3C2=O)n1
18	CCN(Cc1cc2cc(C)ccc2[nH]c1=O)C(=O)c1cccc([N+](=O)[O-])c1
23	CC(C)(C)NC(=O)C[C@H]1C[C@H](C(=O)N2CCCCC2)[C@@]2(CCc3ccccc3)c3[nH]c4cc(-c5ccco5)ccc4c3CCN2C1=O

Compound,20,18,23
Rpn11 inh,i,i,+
DNMT1 block,5,1,-17
MsrA inhibitor,-0.1,0.2,0.3
Scp1 inh,-5,-9,1
STEP block,-2,0,1
SUMO1-SIM PPI,-8,-26,-3
CSN deneddyl inh,-1,4,14
NadD block,7,-4,25
LMPTP block,-0.8,-1.1,2.1
TbMetRS inhib,0.4,0.0,-1.1

Remaining list, next part:
item	smiles	Rpn11 inh	DNMT1 block	MsrA inhibitor	Scp1 inh	STEP block
31	C[C@@H](NC(=O)[C@@H]1CCCN1C(=O)[C@@H]1CCCN1C(=O)c1cccs1)c1ccccc1	nt	nt	-0.6	nt	nt
32	CN(C)/C=C/C(=C\C(=O)C(F)(F)F)Nc1ccc(C(F)(F)F)cc1	i	-3	0.5	-1	2
33	O=C1CC(c2ccco2)CC(O)=C1C=Nc1cc(Cl)ccc1Cl (centres undefined)	i	37	-0.1	-4	2
34	COc1ccc(NS(=O)(=O)c2cc3c4c(c2)C(C)C(=O)N4CCC3)cc1 (centres undefined)	i	-2	2.0	-7	-1
35	Cc1ccc(C(=O)Nc2ncnc3sc4c(c23)CCCCC4)cc1	i	0	-0.5	-6	-4
36	COc1ccc2[nH]cc(CCNC(=O)c3ccc([N+](=O)[O-])cc3)c2c1	i	4	0.5	-1	-1
37	CCOc1ccc(S(=O)(=O)NCCC(=O)NCc2ccccn2)cc1	i	2	0.4	1	-1
38	CCOC(=O)c1c(NC(=O)C2CCCO2)sc(C)c1C (centres undefined)	i	4	0.8	-5	-1
39	CC1(C)CC[C@]2(C(=O)O[C@@H]3O[C@H](CO)[C@@H](O)[C@H](O)[C@H]3O)CC[C@]3(C)C(=CCC4[C@@]5(C)CC[C@H](O[C@@H]6O[C@H](C(=O)O)[C@@H](O[C@H]7OC[C@@H](O)[C@@H](O)[C@@H]7O)[C@H](O)[C@H]6O)C(C)(C)C5CC[C@]43C)[C@@H]2C1 (some centres undefined)	i	-2	-1.1	-15	1
40	C/C(=N\Nc1nc2ccccc2[nH]1)c1ccc2c(c1)OCO2	i	5	0.3	3	5
41	S=C(Nc1cccnc1)N1CCCCC1	i	0	-1.1	-1	2
42	CCCc1cc(Nc2ccc(C)cc2)n2ncnc2n1	i	3	2.1	-5	-4
43	COc1ccc(NC(=O)CN(C)C(=O)c2cc(S(=O)(=O)N3CCCCCC3)ccc2OC)cc1	i	1	0.6	-5	-1
44	CC(C)Oc1ccc(C(CC(=O)NCc2ccco2)c2ccccc2)cc1 (centres undefined)	i	2	-0.3	3	-12

item	SUMO1-SIM PPI	CSN deneddyl inh	NadD block	LMPTP block	TbMetRS inhib
31	3	-3	-3	-2.1	-0.1
32	-10	12	-8	0.7	-0.4
33	0	20	-3	1.9	-0.3
34	2	0	2	0.2	0.4
35	-1	-2	6	-0.2	-1.6
36	-30	-1	-5	-0.1	-0.3
37	6	-1	-3	-2.1	-0.4
38	-1	2	1	0.0	-0.6
39	13	2	9	-1.3	0.1
40	2	-5	0	6.1	7.3*
41	-3	-10	-2	-0.6	0.1
42	2	-6	0	-0.1	-0.4
43	6	-1	-4	-1.3	-0.4
44	1	0	-5	0.5	-1.5

Random excerpt: two records from the list, in no set order.
item	smiles	Rpn11 inh	DNMT1 block	MsrA inhibitor	Scp1 inh	STEP block
34	COc1ccc(NS(=O)(=O)c2cc3c4c(c2)C(C)C(=O)N4CCC3)cc1 (centres undefined)	i	-2	2.0	-7	-1
32	CN(C)/C=C/C(=C\C(=O)C(F)(F)F)Nc1ccc(C(F)(F)F)cc1	i	-3	0.5	-1	2

item	SUMO1-SIM PPI	CSN deneddyl inh	NadD block	LMPTP block	TbMetRS inhib
34	2	0	2	0.2	0.4
32	-10	12	-8	0.7	-0.4
